High-throughput results: PubChem BioAssay, The Scripps Research Institute Molecular Screening Center
TCR CD3 inh – inhibitors of human TCR-CD3 interaction, primary screen, biochemical, fluorescence, TAMRA-labeled TCR probe | T-cell receptor (TCR) | inhibition, % at 9.4 µM | hit rate 0.37% among 360,000 | AID 651800, 2012; in the data active means inhibition above about 19%;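 further: recombinant mutant TCR 2C K166C tagged with TAMRA read by polarization; 0% = receptor in buffer alone and 100% = receptor with positive control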
DDE Tn6 FP inh – inhibitors of Tn6 peptide binding to fibrin DD(E), primary screen, biochemical, fluorescence polarization, human fibrin, Tn6 probe; inhibition, % at 8.3 µM; hit rate 0.21% among 370,000; AID 720509, 2013; Fibrin DD(E) TRITC-Tn6 fluorescence polarization displacement;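 active means inhibition above a per-campaign cutoff: mean of compounds within control limits plus 3 SD, cut at about 15% in these data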;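 further: 0% = median of all compound wells on the plate and 100% = blocking peptide control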
DDE Tn7 FP inh – inhibitors of Tn7 peptide binding to fibrin DD(E), primary screen, biochemical, fluorescence polarization, human fibrin, Tn7 probe | Fibrinogen beta chain (Homo sapiens), P02675 | FP displacement of FITC-Tn7 peptide from fibrin DD(E); 0% = median of compound wells per plate | inhibition, % at 8.3 µM | hit rate 0.13% among 370,000;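 active means inhibition above the mean of compounds falling within the control limits plus 3 SD of them, cut at about 14% in these data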;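 further: 0% = plate median of compound wells and 100% = 10 µM Aha-Tn7 peptide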
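Assay system: Human clot-derived fibrin DD(E) complex | Buffer or medium: Tris/NaCl/CaCl2 buffer, pH 7.8 | Repeats: One replicate per compound | Benchmarks: Aha-Tn7 high control | Measure: % inhibition scaled between sample-field median and high-control FP | Schedule: 10 min plus 3 h, room temperature | Signal: Fluorescence polarization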
UHRF1 binding – UHRF1 methylated DNA binding inhibitors, primary screen, counter-screen for MBD2 inhibitor project, biochemical, TR-FRET, human UHRF1, single concentration; E3 ubiquitin-protein ligase UHRF1 (Homo sapiens), Q96T88; UHRF1 binding to methylated oligo; inhibition, % at 4.4 µM; hit rate 0.75% among 370,000; AID 687016, 2013; in the data active means inhibition above about 21%;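 further: UHRF1 SRA domain binding a hemimethylated CpG hairpin DNA probe; 0% = median of test compound wells and 100% = reference inhibitor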
KLK7 zymogen act – proKLK7 zymogen activators, primary screen, biochemical, fluorescence intensity; Kallikrein-7 (Homo sapiens), P49862; purified proKLK7, EDANS-DABCYL substrate fluorescence; 100% is mature enzyme control, 0% vehicle; activation, % at 7 µM; hit rate 0.9% among 370,000;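 active means activation above the mean of all tested compounds plus 3 SD, computed per campaign excluding outliers beyond control limits, cut at about 13% in these data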
Target sequence (P49862 whole entry, looked up): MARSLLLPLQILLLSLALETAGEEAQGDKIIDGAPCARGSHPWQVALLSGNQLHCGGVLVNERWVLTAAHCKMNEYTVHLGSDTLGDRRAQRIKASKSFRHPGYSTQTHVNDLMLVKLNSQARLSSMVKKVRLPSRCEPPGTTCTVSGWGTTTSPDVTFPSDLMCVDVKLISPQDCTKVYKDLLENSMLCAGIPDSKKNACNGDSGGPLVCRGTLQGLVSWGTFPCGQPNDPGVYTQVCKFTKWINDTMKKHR
TDP2 inh – human TDP2 enzyme inhibitors, primary screen, biochemical, epi absorbance, recombinant enzyme | inhibition, % at 12.8 µM | Tyrosyl-DNA phosphodiesterase 2 (Homo sapiens), O95551 | T5PNP hydrolysis, p-nitrophenol absorbance 415 nm | hit rate 0.34% among 370,000 | AID 720702, 2013;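 active means inhibition above the mean of all tested compounds plus 3 SD, set per campaign, cut at about 25% in these data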;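 further: 0% = DMSO with enzyme and 100% = buffer with substrate but no TDP2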
Target sequence (O95551 whole entry, looked up): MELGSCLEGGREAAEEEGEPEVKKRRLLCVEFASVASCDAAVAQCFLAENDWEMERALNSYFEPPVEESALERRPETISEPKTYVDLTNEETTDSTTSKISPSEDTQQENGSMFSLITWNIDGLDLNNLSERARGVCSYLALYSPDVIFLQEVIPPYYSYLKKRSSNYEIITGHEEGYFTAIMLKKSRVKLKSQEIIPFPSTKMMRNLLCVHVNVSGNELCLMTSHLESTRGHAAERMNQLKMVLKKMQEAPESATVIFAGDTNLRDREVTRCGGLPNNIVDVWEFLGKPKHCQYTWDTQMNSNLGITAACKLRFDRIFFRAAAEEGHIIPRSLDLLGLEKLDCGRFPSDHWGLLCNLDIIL
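System – recombinant human TDP2 · Amount – 120 nM TDP2 per well · Buffer or medium – Mg2+-containing Tris-HCl buffer, pH 7.5 · Reagent – T5PNP substrate, 5 mM · Dosing – 12.8 µM single point, 1% DMSO · Incubation – 2 h at 37 °C · Measured by – epi absorbance · Read-out basis – percent inhibition · Benchmarks – high control without enzyme, low control DMSO plus TDP2 · Repeats – singlicate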
SIAE inh – human SIAE inhibitors, primary screen, biochemical, fluorescence polarization, FP-Rh probe, 1536-well HTS; Sialate O-acetylesterase (Homo sapiens), Q9HAT2; SIAE FP-Rh probe binding; inhibition, % at 9.66 µM; hit rate 0.69% among 370,000;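 active means inhibition above a cutoff: mean of compounds within the control limits plus 3 SD of those, cut at about 17% in these data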;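 further: 0% = plate median of compound wells and 100% = probe without SIAE protein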
PRMT1 FP inh – PRMT1 methyltransferase inhibitors, primary screen, biochemical, fluorescence polarization; Protein arginine N-methyltransferase 1 (Homo sapiens), Q99873; recombinant PRMT1, activity-based probe fluorescence polarization; inhibition, % at 2.79 µM; hit rate 1.3% among 370,000; AID 652257, 2013;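 active means inhibition above about 21% made by adding two undisclosed values, limit read from the data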
MBD2 inh – inhibitors of MBD2 binding to methylated DNA, primary screen, biochemical, TR-FRET, DNA-binding domain, human; Methyl-CpG-binding domain protein 2 (Homo sapiens), Q9UBB5; MBD2 binding to methylated oligonucleotide; inhibition, % at 4.4 µM; hit rate 0.31% among 370,000; in the data active means inhibition above about 13%
Target sequence (Q9UBB5 whole entry, looked up, the tested form may be a part): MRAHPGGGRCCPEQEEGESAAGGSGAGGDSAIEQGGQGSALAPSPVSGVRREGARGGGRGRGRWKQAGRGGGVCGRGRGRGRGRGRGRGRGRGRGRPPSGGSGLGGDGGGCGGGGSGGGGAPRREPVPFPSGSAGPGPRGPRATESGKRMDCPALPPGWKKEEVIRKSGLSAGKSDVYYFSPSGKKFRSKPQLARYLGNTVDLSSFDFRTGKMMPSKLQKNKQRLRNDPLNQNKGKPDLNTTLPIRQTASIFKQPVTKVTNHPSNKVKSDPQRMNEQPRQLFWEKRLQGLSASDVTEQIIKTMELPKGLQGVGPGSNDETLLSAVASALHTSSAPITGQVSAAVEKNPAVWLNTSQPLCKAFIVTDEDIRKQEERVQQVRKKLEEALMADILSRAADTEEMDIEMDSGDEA
LEDGF integ inh – blockers of LEDGF/p75-dependent integrase strand transfer – biochemical, TR-FRET, high throughput, primary screen; AID 743269, 2014; HIV-1 integrase (with human LEDGF/p75); hit rate 0.64% among 370,000; inhibition, % at 3.7 µM; TR-FRET IN-LEDGF/p75 DNA integration, Eu/Cy5;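 active means inhibition above the screen-wide mean plus 3 SD, cut at about 13% in these data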;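 further: signal is the Cy5 over europium emission ratio at 671 and 618 nm; 0% = plate median of compound wells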
The depositor's hits bear a star; x = no result given.

SMILES	TCR CD3 inh	DDE Tn6 FP inh	DDE Tn7 FP inh	UHRF1 binding	KLK7 zymogen act	TDP2 inh	SIAE inh	PRMT1 FP inh	MBD2 inh	LEDGF integ inh
O=C(CSCc1cnn(-c2ccccc2)c1-n1cccc1)NCc1cccnc1	9	-9	-3	2	0.1	6	0	2	-2	-1
N#Cc1ccc(C(=O)NC(=S)N2CCOCC2)cc1	-3	0	-1	-3	0.6	0	1	-1	-1	3
O=[N+]([O-])c1cccnc1Nc1ccc(Cl)cc1	-5	0	-1	-3	0.3	-3	0	-2	1	-1
COc1ccc(C)cc1S(=O)(=O)n1cnc(C)c1	-10	-10	1	7	0.2	-9	-2	13	3	1
O=[N+]([O-])c1ccc(S(=O)(=O)NCC(c2ccco2)N2CCc3ccccc3C2)cc1 (centres undefined)	0	0	-1	1	-0.2	15	9	-2	-1	-2
CCN1C(=O)C(CC(=O)Nc2cc(C)ccc2C)SC1=Nc1ccc(S(N)(=O)=O)cc1 (centres undefined)	-2	1	2	1	0.2	-16	-1	-1	-4	6
CCc1ccccc1NC(=O)c1cc(-c2cccs2)on1	-1	9	1	3	-5.4	-11	-4	-4	1	3
O=C(C(NS(=O)(=O)c1cccc2nsnc12)c1ccccc1)N1CCN(c2ccccc2)CC1 (centres undefined)	6	8	1	-2	1.3	-15	5	-2	1	3
COCCNC(=O)C1CC(c2ccc([N+](=O)[O-])cc2)=NO1 (centres undefined)	1	7	1	-3	0.2	-12	4	-2	-1	0
COc1ccc(S(=O)(=O)N2CCCCCC2)cc1C(=O)Nc1ccc(C)cn1	-2	3	-4	0	0.1	6	-1	-1	1	1
C[C@H](CO)N1C[C@H](C)[C@@H](CN(C)S(=O)(=O)c2ccc(F)cc2)OCc2cnnn2CCCC1=O	0	-3	-6	-1	0.1	10	3	2	1	-4
O=S1(=O)c2ccc(N3CC[C@H](O)C3)cc2OCCCN1C1CC1	x	-8	-3	9	0.2	-2	15	5	8	5
O=C(C1CC=CCC1)N1CCC(CO)(Cc2ccc(Cl)cc2)CC1 (centres undefined)	-2	-3	0	-1	1.0	-18	4	-3	-7	5
CC(C)c1cc(C(C)C)c(S(=O)(=O)NC(c2ccccn2)C23CC2C3)c(C(C)C)c1 (centres undefined)	-4	-9	-2	3	1.5	-9	-1	13	0	3
Cc1cccc(NC(=O)CCCN2C(=O)C(c3ccccc3)Oc3cccnc32)c1C (centres undefined)	5	-3	-3	-1	0.1	2	-2	-2	2	2
O=C(O)C1CC=CCC1C(=O)Nc1cccc(Cl)c1 (centres undefined)	-2	-2	3	2	-0.4	-5	-2	0	5	1
O=C(NC(=S)Nc1ccc(S(=O)(=O)N2CCCC2)cc1)C1CC1	3	-5	9	-2	0.1	-5	-3	0	-4	-3
CN(Cc1cn(Cc2cccc(C(F)(F)F)c2)nn1)C1CN(Cc2cn(Cc3cccc(C(F)(F)F)c3)nn2)S(=O)(=O)C1 (centres undefined)	4	8	4	17	0.5	7	-4	-1	9	5
CCCCOC(=O)Oc1ccc2c(=O)c(Oc3cccc(C)c3)coc2c1	6	-7	-3	-2	43*	-2	-2	-4	-6	1
COc1cc(NC2=CC(=O)CC(C)(C)C2)cc(OC)c1	5	-1	1	-3	4.6	9	1	-1	2	1
Cc1ccc(C(=O)C(C)OC(=O)Cn2[nH]c(=O)c3ccccc3c2=O)cc1 (centres undefined)	-4	4	-3	4	-0.2	-15	-1	-1	-1	2
COc1cc(C2Nc3ccc4ncccc4c3C3=C2C(=O)CCC3)cc(OC)c1OC (centres undefined)	3	0	-6	-1	0.1	-3	-1	-5	-5	2
COC(=O)c1cc2c(cc1[N+](=O)[O-])OCO2	-4	0	7	-2	0.2	-11	-2	-1	-3	0
CC(C)CN1CCN(Cc2cccc3nccnc23)CC1CCO (centres undefined)	-4	-5	-3	1	0.2	-10	-1	-3	-2	0
Oc1ccccc1/C=N/[n+]1ccccc1	15	0	-1	-3	0.3	0	7	-1	-1	2
CC(=O)OCC1OC(n2ccc(=O)[nH]c2=O)C(O)C1O (centres undefined)	-1	-2	-5	1	0.3	-5	-1	1	-2	2
Cc1[nH]n(-c2cccc(Cl)c2)c(=O)c1-c1ccccc1	-5	-4	-2	39*	-0.5	-10	1	-2	-3	-1
CC(=O)N1CCc2c(sc(NC(=O)c3ccc([N+](=O)[O-])o3)c2C(N)=O)C1	-1	5	3	-16	0.5	-5	4	4	-15	0
CCC(CC)C(=O)NCCN1CCN(C(=O)C(CC)CC)CC1	1	-5	2	-1	0.4	-7	5	-3	-3	2
Cc1cc(S(=O)(=O)N2CCN(CC(=O)NCCc3cccs3)CC2)ccc1Br	-1	-5	-3	1	-0.8	-6	4	-5	-4	2

Next part; the last 2 above are carried over.
SMILES	TCR CD3 inh	DDE Tn6 FP inh	DDE Tn7 FP inh	UHRF1 binding	KLK7 zymogen act	TDP2 inh	SIAE inh	PRMT1 FP inh	MBD2 inh	LEDGF integ inh
CCC(CC)C(=O)NCCN1CCN(C(=O)C(CC)CC)CC1	1	-5	2	-1	0.4	-7	5	-3	-3	2
Cc1cc(S(=O)(=O)N2CCN(CC(=O)NCCc3cccs3)CC2)ccc1Br	-1	-5	-3	1	-0.8	-6	4	-5	-4	2
O=C(OCC(=O)N1CCCc2ccccc21)c1cc(Br)ccc1O	-3	3	-5	1	-0.3	-7	0	2	5	-5
O=c1cnnc(SCCc2ccccc2)[nH]1	6	6	-4	1	0.1	-8	0	3	1	2
c1ccc2oc(CCc3nc4ccccc4o3)nc2c1	-9	-5	-4	-1	0.4	0	0	1	0	2
COc1cc(-c2nc3cnccn3c2NC(C)(C)CC(C)(C)C)ccc1O	4	3	1	-1	-31	-9	9	-2	-1	2
O=C(O)c1cccc(-c2ccccc2)c1O	0	-4	-2	4	5.2	7	0	-2	-2	2
CC1CN(C(=O)c2cccc(COc3ccccc3Cl)c2)CC(C)O1 (centres undefined)	-5	7	2	4	-0.9	2	-1	2	1	1
COc1ccccc1N1CCN(C(=O)c2cn(Cc3ccccc3)nc2-c2cccnc2)CC1	2	0	1	1	0.0	0	-1	-3	-2	-3
CCCn1nnnc1SCC(=O)c1ccc(NC(C)=O)cc1	0	-3	-2	0	-0.2	6	5	-2	-1	4
COc1ccc(C(=O)Nc2ccc(NC(=O)c3ccco3)c(Cl)c2)cc1OC	0	-4	3	-1	16*	-6	-2	-3	3	0
CC(C)c1cccc(OCC(=O)Nc2ccc(S(=O)(=O)Nc3ccccn3)cc2)c1	3	-8	-4	-2	0.0	-10	-16	0	4	-2
CCCc1ccc2oc(C(=O)N3CCN(CC(=O)NC(C)C)CC3)c(C)c2c1	-4	7	-6	2	0.0	-6	-1	-3	0	4
COCCNC(=O)C1CC(=O)N(C2CCCCC2)C1 (centres undefined)	-1	4	-16	3	0.0	12	7	-2	5	1
Cc1ccc(NC(=O)OCc2cc(-c3ccccc3)on2)cc1	2	-1	1	2	-0.6	-1	-4	0	2	-6
CCN(CC)S(=O)(=O)c1ccc(N2CC(C(=O)NCc3ccco3)CC2=O)cc1 (centres undefined)	9	6	5	0	0.3	-4	1	2	0	3
O=C(CSc1nc2ccccc2s1)NCc1cc([N+](=O)[O-])ccc1O	5	0	3	1	-0.4	-11	4	10	0	3
CC(C)(C)NC(=O)C1CN(S(=O)(=O)c2ccccc2)CCN1S(=O)(=O)c1ccccc1 (centres undefined)	4	-7	0	1	-0.4	7	5	2	4	-3
CCCCN1CC[C@H](C)Oc2cc(Br)ccc2S1(=O)=O	x	2	-2	2	-0.3	-3	0	-6	0	6
NC1=NC(=O)/C(=C/c2ccccc2OS(=O)(=O)c2ccc3ccccc3c2)S1	1	-7	-5	5	-0.7	-7	-5	4	5	-4
CS(=O)(=O)N1CCN(c2ccc(NC(=O)COc3ccccc3)cc2)CC1	-2	1	2	4	-0.2	0	2	1	3	-3
Nc1nc2ccc(C(=O)Nc3ccc(N4CCOCC4)cc3)cc2s1	1	-8	4	-1	0.2	3	-1	-1	1	-2
COc1cccc(OCc2cc(C(=O)N(C)CCC3CCCCO3)no2)c1 (centres undefined)	0	2	-7	2	1.0	-7	-7	-7	0	2
CCc1c(C)c2ccc(OCC(=O)NCC3CCC(C(=O)O)CC3)c(C)c2oc1=O (centres undefined)	-12	-1	1	1	0.5	-6	1	5	1	-5
CCN(CCCNS(=O)(=O)c1ccc2c(c1)oc(=O)n2C)c1cccc(C)c1	7	3	0	-7	0.0	4	9	0	2	-2
COCCN1C(=O)c2ccccc2C(C(=O)NCCCN2CCCC2)C1c1c[nH]c2ccccc12 (centres undefined)	-1	6	-5	2	1.2	-13	7	-3	-3	-1
Cc1cc(C)cc(C(=O)NCC(=O)OC(C)C(=O)N(C)c2ccccc2)c1 (centres undefined)	1	-3	3	-3	0.0	6	1	-5	-7	5
Cc1ccc(CN(C)C(=O)CN2C(=O)NC(c3ccccc3)(c3ccccc3)C2=O)c(C)c1	-1	-2	-2	3	0.3	-12	-6	-1	2	2
Cc1ccc(C(=O)N2CCCC(Nc3ccc(F)c(F)c3)C2)cn1 (centres undefined)	1	10	5	4	0.3	-9	8	-2	2	0
CCOc1ccccc1C(=O)N1CCN(c2ccc(C(F)(F)F)cn2)CC1	-1	-2	-3	3	-0.2	-4	4	1	6	-1
C=CCSC1=N/C(=C\c2ccc(C(=O)O)cc2)C(=O)S1	-3	-1	4	1	0.3	-18	-5	-3	-5	8
CCc1nnc(NC(=O)c2cc(S(=O)(=O)N3CCOCC3)ccc2N2CCCCC2)s1	3	-3	2	-2	0.8	11	-2	-2	1	0
O=C1N=C(N2CCOCC2)S/C1=C\c1cccnc1	6	3	4	1	-0.3	19	3	-3	-3	2
CC12CCC(C(=O)Nc3cccc4ccccc34)(C1Br)C2(C)C (centres undefined)	4	-2	-5	-2	0.1	6	-1	1	-2	5
